PLK1 PBD inh = blocks phosphopeptide binding to human Plk1 polo box domain. P53350. Plk1 PBD phosphopeptide binding, fluorescence polarization. inhibition, %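 (tested at about 20 µM)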. 0.13% of 97,000 active; in the data active = inhibition above about 34%, passing the limit was not always enough
EphB4 ephrin blk = antagonists of human EphB4-ephrin-B2 interaction | EphB4 LBD / TNYL-RAW-Alexa532 peptide, fluorescence polarization | inhibition, % at 7 µM | 0.15% of 97,000 active | AID 720;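 active = inhibition above the screen-wide mean inhibition plus 3 SD, cut at about 15% in these data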;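 also: 0% = DMSO wells and 100% = excess unlabeled TNYL-RAW peptide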
Target sequence (P54760 whole entry, looked up, the tested form may be a part): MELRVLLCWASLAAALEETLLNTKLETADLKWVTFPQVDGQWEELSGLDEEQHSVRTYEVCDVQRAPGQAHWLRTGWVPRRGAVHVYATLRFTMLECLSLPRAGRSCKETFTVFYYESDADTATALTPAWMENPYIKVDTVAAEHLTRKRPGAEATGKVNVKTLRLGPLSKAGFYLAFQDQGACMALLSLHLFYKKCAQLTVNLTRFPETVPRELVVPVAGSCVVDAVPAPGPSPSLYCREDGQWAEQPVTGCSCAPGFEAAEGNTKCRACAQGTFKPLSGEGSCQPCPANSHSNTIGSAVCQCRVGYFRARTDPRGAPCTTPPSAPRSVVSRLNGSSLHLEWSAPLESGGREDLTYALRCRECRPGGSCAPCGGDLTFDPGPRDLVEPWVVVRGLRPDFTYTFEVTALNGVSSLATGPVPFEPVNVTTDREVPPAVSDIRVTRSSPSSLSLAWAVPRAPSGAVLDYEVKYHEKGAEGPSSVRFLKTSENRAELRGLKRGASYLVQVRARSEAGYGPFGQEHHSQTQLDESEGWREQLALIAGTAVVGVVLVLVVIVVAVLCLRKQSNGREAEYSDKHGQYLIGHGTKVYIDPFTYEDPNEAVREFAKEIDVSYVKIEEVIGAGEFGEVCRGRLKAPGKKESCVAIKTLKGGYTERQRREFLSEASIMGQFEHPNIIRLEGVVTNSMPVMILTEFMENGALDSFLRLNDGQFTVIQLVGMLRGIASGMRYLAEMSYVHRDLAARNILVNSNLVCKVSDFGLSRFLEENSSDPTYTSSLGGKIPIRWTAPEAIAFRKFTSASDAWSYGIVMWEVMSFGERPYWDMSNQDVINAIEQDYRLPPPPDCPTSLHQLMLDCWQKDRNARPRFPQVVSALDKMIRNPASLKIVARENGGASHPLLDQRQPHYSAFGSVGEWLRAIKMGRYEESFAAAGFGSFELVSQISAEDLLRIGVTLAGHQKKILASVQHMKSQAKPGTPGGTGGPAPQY
PLK1 kinase inh = inhibitors of human PLK1 kinase; P53350; recombinant PLK1 kinase, TR-FRET peptide phosphorylation; inhibition, % at 10 µM; 0.53% of 97,000 active; AID 619;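 active = inhibition of 50% or more in the single-concentration screen; inactive = inhibition below 50%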;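 also: 0% = DMSO max control and 100% = H-89 dihydrochloride min control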
CYP2C9 inhib = human CYP2C9 inhibition; P11712; CYP2C9 Supersomes, luciferin-H conversion, luminescence; inhibition, % at 5 µM; 20% of 96,000 active; AID 777;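 active = blocking of liver enzyme CYP2C9 beyond about 50% at 5 µM, limit read from the data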; also: values of inactives mirror those of a sister screen read the other way
CYP2C19 inh = human CYP2C19 inhibition | P33261 | CYP2C19 Supersomes, luciferin-H EGE luminescence, 30 min | inhibition, % at 5 µM | 21% of 96,000 active | AID 778;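 active = CYP2C19 inhibition above a set limit at 5 µM in the primary screen, cut at about 50% in these data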;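 also: plate controls were negative control wells for no effect and 2.5 mM tranylcypromine positive control for full effect; values of inactives mirror those of a sister screen read the other way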
CYP2C9 act = activators of human CYP2C9 | P11712 | recombinant CYP2C9, luciferin-H conversion, luminescence; stronger effect = higher value; factor 1 = untreated enzyme, 0 = blocked | activation factor at 5 µM | 1.4% of 96,000 active | AID 1024;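 active = activation factor of 2 or more for CYP2C9 at a 5 µM dose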;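 also: 0 = sulfaphenazole-blocked wells and 1 = vehicle-only wells; values of inactives mirror those of a sister screen read the other way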
HIV Rev-RRE inh = HIV Rev-RRE protein-RNA interaction inhibition; P05866; Rev peptide-RRE RNA binding, FRET; inhibition, % at 8 µM; 0.79% of 97,000 active;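 active = inhibition above the screen-wide mean plus 3 SD, cut at about 35% in these data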;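 also: 0% = median DMSO wells and 100% = median Neomycin B control wells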
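Assay system: Labelled RRE RNA duplex and labelled Rev peptide | Times: 5 min preincubation and 15 min binding, 25 °C | Detection: FRET, ex 480 nm, em 540 and 671 nm | Evaluation: % inhibition of FRET ratio versus controls | Benchmarks: DMSO wells as 0% and neomycin B wells as 100% inhibition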
PLAP act = activates human placental alkaline phosphatase | P05187 | purified PLAP enzyme, luminescent substrate read-out; stronger effect = higher value | activation fold at 20 µM | 1.2% of 96,000 active | AID 696; in the data active = activation fold above about 2
CYP2C19 activ = increases human CYP2C19 enzyme activity; activation factor at 5 µM; recombinant CYP2C19, luciferin-H EGE luminescence; stronger effect = higher value; 0 = fully inhibited enzyme, 1 = untreated enzyme; 96,000 tested, under 10 active; AID 1025; P33261;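 active = activation factor of at least 2 at 5 µM in the primary screen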;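 also: 0 = wells with 2.5 mM tranylcypromine and 1 = vehicle-only wells; values of inactives mirror those of a sister screen read the other way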
Numbers without * were called inactive; x = not tested or not shown.

1: CC(=O)Nc1ccc2c(c1)nc(CCN1CCOCC1)n2C
2: COc1ccc(C2c3c(oc4ccc(Cl)cc4c3=O)C(=O)N2Cc2ccco2)cc1OC (stereo unspecified)
3: O=C(CSc1nc(-c2ccccc2)c(-c2ccccc2)o1)Nc1nnc(-c2ccccc2)s1
4: COc1ccc(N2C(=O)C3CC=C(Cl)CC3C2=O)cc1 (stereo unspecified)
5: Cc1cc(C(=O)N2CCC(C(F)(F)F)n3nccc32)on1 (stereo unspecified)
6: O=C(CCCOc1ccccc1)N1CCCc2ccccc21
7: Cc1ccc(-n2ncc3c2ncn2c(-c4ccncc4)nnc32)cc1
8: O=C(c1cc(-c2ccc(Cl)cc2Cl)on1)N1CCOCC1
9: Cc1ccc(C(=O)C2=C(O)C(=O)N(c3ncccn3)C2c2cccc(Cl)c2)o1 (stereo unspecified)
10: CCc1c(C)nc(SCC(=O)Nc2c(C)n(C)n(-c3ccccc3)c2=O)[nH]c1=O

entry no.	1	2	3	4	5	6	7	8	9	10
PLK1 PBD inh	18	x	-17	-15	4	9	x	-5	x	-19
EphB4 ephrin blk	-3	x	-10	1	3	1	x	1	x	-3
PLK1 kinase inh	-11	x	-8	-18	-8	-8	x	17	x	-4
CYP2C9 inhib	-7	18	38	17	-13	32	38	-8	29	-2
CYP2C19 inh	-4	5	34	16	0	49	14	-1	-1	7
CYP2C9 act	1.1	0.8	0.6	0.8	1.1	0.7	0.6	1.1	0.7	1
HIV Rev-RRE inh	1	x	6	5	7	11	x	1	x	10
PLAP act	1	1.1	0.9	1.2	1	1.1	0.8	0.9	1.4	1
CYP2C19 activ	1	0.9	0.7	0.8	1	0.5	0.9	1	1	0.9

11: COC(=O)C1=C(C)NC(=O)CC1c1ccc(F)c(Br)c1 (stereo unspecified)
12: CCOC(=O)N1CCC(NC(=O)c2cc(S(=O)(=O)N3CCOCC3)ccc2F)CC1
13: CCOc1ccc(C(=O)c2nc3c(n2O)CCCC3)cc1
14: Cc1nc(SCC(=O)c2ccc(Cl)s2)c2oc3ccccc3c2n1
15: O=C(CN1CCN(c2ccc(F)cc2)CC1)N1N=CCC1c1ccccc1 (stereo unspecified)
16: COc1ccc2cc3cc(C(=O)NCCCN4CCOCC4)oc3nc2c1
17: Cc1nn(Cc2ccc(C(=O)Nc3ccc(C(=O)OC(C)C)cc3)o2)c(C)c1Cl
18: COc1ccc(N2CCN(CCCNC(=O)C3CCCN(S(=O)(=O)c4cnc[nH]4)C3)CC2)cc1 (stereo unspecified)
19: O=C(CN1CCN(c2nc(-c3ccc(F)cc3)cs2)CC1)NCc1ccc2c(c1)OCO2
20: O=C(CN1CCOCC1)n1c2ccccc2c2ccccc21

entry no.	11	12	13	14	15	16	17	18	19	20
PLK1 PBD inh	-18	x	-13	7	9	7	-21	x	-19	-24
EphB4 ephrin blk	-2	x	1	-2	-4	0	-2	x	14	-3
PLK1 kinase inh	-4	x	-10	-16	-13	-9	-4	x	-3	-13
CYP2C9 inhib	27	15	2	22	13	2	63*	2	30	-19
CYP2C19 inh	51*	8	0	24	63*	-1	46	-19	31	-1
CYP2C9 act	0.7	0.8	1	0.8	0.9	1	0.4	1	0.7	1.2
HIV Rev-RRE inh	1	x	3	8	3	7	1	x	7	7
PLAP act	1	1.4	0.9	0.9	1.1	1.2	1	1.6	1.4	1
CYP2C19 activ	0.5	0.9	1	0.8	0.4	1	0.5	1.2	0.7	1

21: CCOC(=O)c1csc(NC(=O)CSc2nnnn2-c2ccc(OCC)cc2)n1
22: CC(SC1=NCCS1)C(=O)Nc1nnc(-c2ccc(F)cc2)s1 (stereo unspecified)
23: CC(=O)c1ccc(NC(=O)CCC(=O)OCC(F)(F)C(F)F)cc1
24: CCOC(=O)C(CC)Sc1nnc(COc2ccc(C)cc2)n1-c1ccccc1 (stereo unspecified)
25: Cc1cccc(OCC(=O)O/N=C(\N)c2ccccn2)c1C
26: CCCc1cc(=O)n2[nH]c(NCc3c(F)cccc3Cl)nc2n1
27: CC1=C(C(=O)Nc2ccccc2)C2(CCCCC2)C(C#N)=C(SCC(N)=O)N1
28: Cn1c(-c2ccc3ccccc3n2)nc2cnccc21
29: CC1(C)CC(=O)C=C(N2CCCC2)C1
30: Cc1cccc(C(=O)O)c1NC(=O)c1ccc(F)cc1

entry no.	21	22	23	24	25	26	27	28	29	30
PLK1 PBD inh	21	-17	-5	5	18	4	-10	2	17	10
EphB4 ephrin blk	-1	3	2	7	3	0	-2	-6	0	3
PLK1 kinase inh	-13	-8	-13	-14	-7	-5	-5	-6	-13	-10
CYP2C9 inhib	-14	6	28	x	-3	47	46	54*	x	x
CYP2C19 inh	-4	3	0	x	-2	13	47	88*	x	x
CYP2C9 act	1.1	0.9	0.7	x	1	0.5	0.5	0.5	x	x
HIV Rev-RRE inh	4	7	6	-4	10	8	-3	1	1	3
PLAP act	1	1	1.2	x	1	1.1	0.9	1.2	x	x
CYP2C19 activ	1	1	1	x	1	0.9	0.5	0.1	x	x

31: Cc1nc2cc(CO)ccc2s1
32: Cc1cc(C)cc(N(CC(=O)NCCSc2ccccn2)S(=O)(=O)c2ccccc2)c1
33: CCN(C1CCCCC1)S(=O)(=O)c1ccc(C(=O)O)cc1
34: C/C(Nc1ccc(C)cc1)=C(/C#N)C(N)=O
35: CCOC(=O)c1c2n(c3ccc(OC(C)=O)cc13)CCC2
36: Cc1cc(C)n(C(=O)CNc2ccccc2Cl)n1
37: COc1ccccc1N1CCN(C(=O)CSc2nc3ccccc3[nH]2)CC1
38: COc1cccc(NC(=O)CSc2ccccn2)c1
39: COc1ccc(N2CCN(C(=O)CSc3ncnc4scc(-c5ccc(C)cc5)c34)CC2)cc1
40: COc1ccc(N=c2oc3ccc(OC)cc3cc2-c2nc3ccccc3[nH]2)cc1

entry no.	31	32	33	34	35	36	37	38	39	40
PLK1 PBD inh	-23	-12	5	5	-8	8	-12	-15	-15	-8
EphB4 ephrin blk	0	-2	2	-1	-1	-1	-10	3	-2	-3
PLK1 kinase inh	-14	-10	-4	-1	-3	-8	0	-6	-8	-18
CYP2C9 inhib	-6	64*	-1	18	-13	x	44	12	x	2
CYP2C19 inh	1	49	7	26	-1	x	33	48	x	-21
CYP2C9 act	1.1	0.4	1	0.8	1.1	x	0.6	0.9	x	1
HIV Rev-RRE inh	13	9	3	6	0	2	9	7	-3	-4
PLAP act	1.1	1.3	1.1	1	1	x	1.7	0.9	x	0.9
CYP2C19 activ	1	0.5	0.9	0.7	1	x	0.7	0.5	x	1.2

41: CCOC(=O)CCC(=O)N1CCOCCOCCN(C(=O)CCC(=O)OCC)CCOCCOCC1
42: CC(C)Cn1c(N)c(C(=O)NCc2cccs2)c2nc3ccccc3nc21
43: CCCC(=O)Nc1nc(C(=O)OCC)cs1
44: [N-]=[N+]=CC(=O)C(Cc1ccccc1)N1C(=O)c2ccccc2C1=O (stereo unspecified)
45: O=C1c2ccccc2C(=O)N1CC1=CCS(=O)(=O)C1
46: Cc1nn(-c2ccccc2)c(C)c1/C=N\N1CCN(c2ccc(Cl)cc2)CC1
47: Cn1c(=O)oc2cc(S(=O)(=O)N3CCC(C(=O)NCc4ccc(F)cc4)CC3)ccc21
48: COc1ccc(S(=O)(=O)N2CCOCC2)c(Cl)c1Cl
49: O=S(=O)(c1cccc2nsnc12)N1CCc2ccccc21
50: Nc1cccc2cnccc12

entry no.	41	42	43	44	45	46	47	48	49	50
PLK1 PBD inh	-9	x	23	-7	-7	-5	-15	13	-3	-14
EphB4 ephrin blk	-2	x	-2	-5	-6	1	-5	0	-11	5
PLK1 kinase inh	-11	x	-9	-10	-12	-12	6	-16	-1	-3
CYP2C9 inhib	2	39	24	17	-26	42	-33	-304	x	8
CYP2C19 inh	-2	20	-2	38	0	45	9	70*	x	3
CYP2C9 act	1	0.6	0.8	0.8	1.3	0.6	1.3	4*	x	0.9
HIV Rev-RRE inh	-2	x	6	-4	8	-1	0	6	-2	9
PLAP act	1.4	1	1.1	1	1	1	0.9	1.2	x	1
CYP2C19 activ	1	0.8	1	0.6	1	0.5	0.9	0.3	x	1

Sorted by molar mass (ascending): some entries from above.
50: Nc1cccc2cnccc12
38: COc1cccc(NC(=O)CSc2ccccn2)c1
45: O=C1c2ccccc2C(=O)N1CC1=CCS(=O)(=O)C1
49: O=S(=O)(c1cccc2nsnc12)N1CCc2ccccc21
44: [N-]=[N+]=CC(=O)C(Cc1ccccc1)N1C(=O)c2ccccc2C1=O (stereo unspecified)
48: COc1ccc(S(=O)(=O)N2CCOCC2)c(Cl)c1Cl
42: CC(C)Cn1c(N)c(C(=O)NCc2cccs2)c2nc3ccccc3nc21
37: COc1ccccc1N1CCN(C(=O)CSc2nc3ccccc3[nH]2)CC1
46: Cc1nn(-c2ccccc2)c(C)c1/C=N\N1CCN(c2ccc(Cl)cc2)CC1
40: COc1ccc(N=c2oc3ccc(OC)cc3cc2-c2nc3ccccc3[nH]2)cc1
39: COc1ccc(N2CCN(C(=O)CSc3ncnc4scc(-c5ccc(C)cc5)c34)CC2)cc1
41: CCOC(=O)CCC(=O)N1CCOCCOCCN(C(=O)CCC(=O)OCC)CCOCCOCC1

entry no.	50	38	45	49	44	48	42	37	46	40	39	41
PLK1 PBD inh	-14	-15	-7	-3	-7	13	x	-12	-5	-8	-15	-9
EphB4 ephrin blk	5	3	-6	-11	-5	0	x	-10	1	-3	-2	-2
PLK1 kinase inh	-3	-6	-12	-1	-10	-16	x	0	-12	-18	-8	-11
CYP2C9 inhib	8	12	-26	x	17	-304	39	44	42	2	x	2
CYP2C19 inh	3	48	0	x	38	70*	20	33	45	-21	x	-2
CYP2C9 act	0.9	0.9	1.3	x	0.8	4*	0.6	0.6	0.6	1	x	1
HIV Rev-RRE inh	9	7	8	-2	-4	6	x	9	-1	-4	-3	-2
PLAP act	1	0.9	1	x	1	1.2	1	1.7	1	0.9	x	1.4
CYP2C19 activ	1	0.5	1	x	0.6	0.3	0.8	0.7	0.5	1.2	x	1

Compound profiles (already shown):
Entry for `CCOC(=O)c1csc(NC(=O)CSc2nnnn2-c2ccc(OCC)cc2)n1` : PLK1 PBD inh = 21; EphB4 ephrin blk = -1; PLK1 kinase inh = -13; CYP2C9 inhib = -14; CYP2C19 inh = -4; CYP2C9 act = 1.1; HIV Rev-RRE inh = 4; PLAP act = 1; CYP2C19 activ = 1
Entry for `CCCc1cc(=O)n2[nH]c(NCc3c(F)cccc3Cl)nc2n1` : PLK1 PBD inh = 4; EphB4 ephrin blk = 0; PLK1 kinase inh = -5; CYP2C9 inhib = 47; CYP2C19 inh = 13; CYP2C9 act = 0.5; HIV Rev-RRE inh = 8; PLAP act = 1.1; CYP2C19 activ = 0.9

Bioassay records (PubChem)
